RBX1-CUL1 inh: human ROC1-CUL1 E3 ligase inhibition | P62877+Q13616 | in vitro K48 di-Ub FRET, acceptor:donor ratio, 45 min | inhibition, % at 10 µM | hit rate 0.6% among 140,000; in the data active means inhibition above about 25%
Target sequence (P62877 whole entry, looked up): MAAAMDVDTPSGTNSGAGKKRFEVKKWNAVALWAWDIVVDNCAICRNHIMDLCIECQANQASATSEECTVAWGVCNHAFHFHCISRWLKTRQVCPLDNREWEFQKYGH
Target sequence (Q13616 whole entry, looked up): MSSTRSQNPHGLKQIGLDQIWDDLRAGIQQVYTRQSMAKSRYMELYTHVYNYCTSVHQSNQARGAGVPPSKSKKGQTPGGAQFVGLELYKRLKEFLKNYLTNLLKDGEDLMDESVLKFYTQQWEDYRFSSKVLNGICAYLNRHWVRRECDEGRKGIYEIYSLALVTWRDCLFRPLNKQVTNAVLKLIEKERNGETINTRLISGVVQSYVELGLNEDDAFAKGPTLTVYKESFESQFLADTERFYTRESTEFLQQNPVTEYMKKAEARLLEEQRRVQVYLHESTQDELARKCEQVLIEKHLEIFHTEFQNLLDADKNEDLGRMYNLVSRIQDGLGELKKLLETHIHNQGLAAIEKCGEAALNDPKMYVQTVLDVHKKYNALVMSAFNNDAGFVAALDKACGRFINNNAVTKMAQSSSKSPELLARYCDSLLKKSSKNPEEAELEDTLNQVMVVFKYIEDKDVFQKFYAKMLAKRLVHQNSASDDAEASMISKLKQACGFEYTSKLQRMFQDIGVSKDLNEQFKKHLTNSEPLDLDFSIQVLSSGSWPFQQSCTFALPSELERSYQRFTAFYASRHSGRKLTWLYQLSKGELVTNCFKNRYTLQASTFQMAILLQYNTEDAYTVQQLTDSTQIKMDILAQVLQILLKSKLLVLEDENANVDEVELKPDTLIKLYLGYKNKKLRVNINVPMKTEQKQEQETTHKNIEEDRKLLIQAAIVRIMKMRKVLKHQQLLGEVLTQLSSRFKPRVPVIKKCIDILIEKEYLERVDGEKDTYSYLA
Starred values were filed as active, the others as inactive; & = joins results of further samples.

For CCC(=O)NC(Nc1nc(C)cs1)(C(=O)OC)C(F)(F)F (stereo not drawn) the results were RBX1-CUL1 inh 5.0.
C#CC(C)(C)OCC(O)CN1CCN(c2cccc(C(F)(F)F)c2)CC1 (stereo not drawn) was read as RBX1-CUL1 inh 9.8.
CCn1c(=O)c2c(nc3n2CC(C)=NN3CCC(C)C)n(C)c1=O was read as RBX1-CUL1 inh 11.8.
O=C(CSc1nnc(SCC2=NNC(=O)SC2)s1)Nc1ccccc1 was read as RBX1-CUL1 inh -2.3.
`CCn1cnc(NC(=O)NCc2nc(-c3ccccn3)no2)n1` gave RBX1-CUL1 inh -8.7.
`CCCc1ccc(-c2ccc(C(=O)Oc3ccc(OCC)cc3)cc2)nc1` gave RBX1-CUL1 inh 5.5.
For O=C(c1ccccn1)N(C1CC1)C(Cc1ccccc1)C1CCN(Cc2cc(Cl)ccc2O)CC1 (stereo not drawn) the results were RBX1-CUL1 inh 1.8.
CCN1CCOC(C(O)c2ccccc2)C1=O (stereo not drawn) was read as RBX1-CUL1 inh 6.9.
Screening FC(F)(F)c1ccccc1CN1CCN(Cc2cccc3ccccc23)CC1 returned RBX1-CUL1 inh 4.7.
CCN(CC)CCNC(=O)COc1ccc(F)cc1 was read as RBX1-CUL1 inh 7.5.
For O=C1/C(=C\c2cccc(F)c2)SC(=S)N1c1cccc(C(F)(F)F)c1 the results were RBX1-CUL1 inh -0.9.
For COc1ccc(CC2(CCC(=O)NCCC3COc4ccccc4O3)CCC(=O)N2)c(F)c1 (stereo not drawn) the results were RBX1-CUL1 inh 1.4.
`Cc1cc(C)cc(NC(=O)CCn2cnc3ccccc3c2=O)c1` gave RBX1-CUL1 inh -4.3.
Screening COc1cccc(-c2cccc(N3CCC(NCc4ncn[nH]4)CC3)c2)c1 returned RBX1-CUL1 inh 0.8.
`CC1CCN(C(=O)Cn2cc(SCC(=O)Nc3ccccc3C(F)(F)F)c3ccccc32)CC1` gave RBX1-CUL1 inh -3.2.
Screening Cc1ccc(-c2nc(C)c(CCNC(=O)C(=O)Nc3ccc(C)c(Cl)c3)s2)cc1 returned RBX1-CUL1 inh -7.4.
CCn1nc(C)c(CN2CCC3(CCCN(CCOC)C3=O)C2)c1C (stereo not drawn) was read as RBX1-CUL1 inh -1.5.
For O=C(NCCSc1ccccc1)c1ncn[nH]1 the results were RBX1-CUL1 inh -9.5.
`COc1ccc(-c2nc(C)c(CCNC(=O)c3ccccc3Br)s2)cc1OC` gave RBX1-CUL1 inh 0.2.
`COC(=O)C1(O)C(C(C)=O)C(=O)C(=O)N1c1ccc(Br)cc1` (stereo not drawn) gave RBX1-CUL1 inh 3.1.
`CC(C)CCC[C@@H](C)[C@H]1CCC2C3C(=O)C=C4CC(OC(C)(C)C)CC[C@]4(C)C3CC[C@@]21C` (stereo partly drawn) gave RBX1-CUL1 inh 7.1.
`COc1ccc(Cl)cc1C(=O)NCc1c(C)nn(C)c1C` gave RBX1-CUL1 inh -12.0.
Cc1ccc(C)c(Nc2nc(N/N=C/c3cc4c(cc3[N+](=O)[O-])OCO4)nc(N3CCOCC3)n2)c1 was read as RBX1-CUL1 inh 22.8.
For O=C(NCc1cccc(Br)c1)c1ccc(NC(=O)N2CCCCc3ccccc32)cc1 the results were RBX1-CUL1 inh -3.4.
For O=C(c1cc(Cn2ccc3ccccc32)[nH]n1)N1CCCC(O)C1 (stereo not drawn) the results were RBX1-CUL1 inh 2.9.
Screening Cc1ccc(CN2CCC(CNC(=O)c3cnn(-c4ccc(C)cc4)c3C3CCN(C(=O)OC(C)(C)C)CC3)CC2)cc1 returned RBX1-CUL1 inh -5.5.
For O=C1c2ccccc2C(=O)C12OC(c1ccccc1)C([N+](=O)[O-])C2c1ccccc1 (stereo not drawn) the results were RBX1-CUL1 inh 3.7.
Screening O=c1c2sc3nc4ccccc4cc3c2ncn1-c1ccccc1 returned RBX1-CUL1 inh -4.1.
`CCS(=O)(=O)N1CCC(C(=O)N2CCN(c3ccc(OC)cc3)CC2)CC1` gave RBX1-CUL1 inh 3.7.
`Cc1ccc(S(=O)(=O)NS(=O)OC2(c3ccccc3)c3ccccc3-c3ccccc32)cc1` (stereo not drawn) gave RBX1-CUL1 inh -2.4.
Screening COc1ccc(N2CCN(C(=O)c3oc4ccccc4c3NC(=O)c3ccccc3OC)CC2)cc1 returned RBX1-CUL1 inh 6.6.
Screening CSC(=Nc1ccccc1)N=C1SC(=Nc2ccccc2)C(=Nc2ccccc2)N1c1ccccc1 returned RBX1-CUL1 inh 7.9.
Screening OCCCNCc1ccc(-c2cccc(-c3ccn[nH]3)c2)cc1 returned RBX1-CUL1 inh 2.3.
`O=C(Nc1ccc2nc(SCC(=O)N3CCc4ccccc43)sc2c1)c1ccccc1` gave RBX1-CUL1 inh -5.6.
Screening CC(C)(C)C(=O)OC1=CN(Cc2ccccc2)S(=O)(=O)c2ccccc21 returned RBX1-CUL1 inh 4.7.
CCOCC(=O)Nc1ccc(C)cc1 was read as RBX1-CUL1 inh 1.8.

Structures shown so far with bromine, in the order listed:
`COc1ccc(-c2nc(C)c(CCNC(=O)c3ccccc3Br)s2)cc1OC` gave RBX1-CUL1 inh 0.2.
`COC(=O)C1(O)C(C(C)=O)C(=O)C(=O)N1c1ccc(Br)cc1` (stereo not drawn) gave RBX1-CUL1 inh 3.1.
For O=C(NCc1cccc(Br)c1)c1ccc(NC(=O)N2CCCCc3ccccc32)cc1 the results were RBX1-CUL1 inh -3.4.

Next section:
Screening Cc1nonc1C(=O)N1CCCC1c1ccc(C(=O)N2CCCOCC2)s1 (stereo not drawn) returned RBX1-CUL1 inh -9.3.
Screening CC(=O)NC(C)c1ccc2c(c1)CCCC2 (stereo not drawn) returned RBX1-CUL1 inh -7.2.
For CN(CC(=O)O)S(=O)(=O)c1ccc(F)c2ccccc12 the results were RBX1-CUL1 inh -2.1.
For COc1cc(OC)nc(Oc2ccccc2CNc2nc3ccccc3s2)n1 the results were RBX1-CUL1 inh -0.7.
`Cc1ccsc1C(=O)N1CCCC(CCC(=O)N2CCN(C)CC2)C1` (stereo not drawn) gave RBX1-CUL1 inh 5.1.
`O=C(COc1ccccc1)OCCN1CCN(C2Cc3cc(Cl)ccc3Sc3ccccc32)CC1` (stereo not drawn) gave RBX1-CUL1 inh -8.3.
For CCCN1CCC(NC(=O)c2cc(OC)c(OC)cc2OC)CC1 the results were RBX1-CUL1 inh 0.6.
`O=C(CSc1nc2c(c(C(F)(F)F)n1)CCc1ccccc1-2)NCc1cccnc1` gave RBX1-CUL1 inh 13.8.
`COC(=O)c1ccc(NC(=O)CSc2nc3c(c(=O)n(C)c(=O)n3C)n2Cc2ccccc2)cc1` gave RBX1-CUL1 inh 2.1.
For COc1ccc(C2CC(=O)NC3=C2C(=O)CC(C)(C)C3)c(OC)c1OC (stereo not drawn) the results were RBX1-CUL1 inh 4.4.
OCn1nc(-c2ccncc2)oc1=S was read as RBX1-CUL1 inh 3.5.
`Nc1c(C(=O)Nc2ccc(F)c(F)c2)sc2nc(-c3ccncc3)ccc12` gave RBX1-CUL1 inh 5.2&4.2.

Quoted from above for reference:
Screening Cc1ccc(CN2CCC(CNC(=O)c3cnn(-c4ccc(C)cc4)c3C3CCN(C(=O)OC(C)(C)C)CC3)CC2)cc1 returned RBX1-CUL1 inh -5.5.
For O=C1c2ccccc2C(=O)C12OC(c1ccccc1)C([N+](=O)[O-])C2c1ccccc1 (stereo not drawn) the results were RBX1-CUL1 inh 3.7.
Screening O=c1c2sc3nc4ccccc4cc3c2ncn1-c1ccccc1 returned RBX1-CUL1 inh -4.1.

Three compounds drawn at random from the list so far:
Screening Cc1nonc1C(=O)N1CCCC1c1ccc(C(=O)N2CCCOCC2)s1 (stereo not drawn) returned RBX1-CUL1 inh -9.3.
`O=C(COc1ccccc1)OCCN1CCN(C2Cc3cc(Cl)ccc3Sc3ccccc32)CC1` (stereo not drawn) gave RBX1-CUL1 inh -8.3.
Screening CC(=O)NC(C)c1ccc2c(c1)CCCC2 (stereo not drawn) returned RBX1-CUL1 inh -7.2.

Next section
For Cc1cc(C(=O)N2CCCC(N(C)CCc3ccccc3)C2)nc(N)n1 (stereo not drawn) the results were RBX1-CUL1 inh 8.0.
Screening O=C(CSc1nncn2c1cc1occc12)Nc1ccc(F)c(Cl)c1 returned RBX1-CUL1 inh 3.7.
`Cc1ccc(NC(=O)CSc2nnc(COc3ccccc3Cl)o2)cc1C` gave RBX1-CUL1 inh 2.9.
`Clc1ccc(-c2nnc(-c3ccc(Br)cc3)c(N3CCSCC3)n2)cc1` gave RBX1-CUL1 inh 6.5.
Screening Cc1ccc2nc(-c3ccc(NC(=O)COc4cccc(Br)c4)cc3)sc2c1 returned RBX1-CUL1 inh -5.9.
`CC1=NC2=C(C(=O)CC(C)(C)C2)C(c2ccc3c(c2)c2ccccc2n3C)C1C(=O)Nc1ncccc1C` (stereo not drawn) gave RBX1-CUL1 inh 9.1.
COC(=O)Nc1cc(C)nc2ccccc12 was read as RBX1-CUL1 inh -1.1.
Screening O=C(Cn1nnnc1CN1CCOCC1)NC1CCN(Cc2ccccc2)C1 (stereo not drawn) returned RBX1-CUL1 inh 0.8.
Screening O=C(Nc1nc(-c2ccccc2)ns1)c1ccc(Cl)cc1 returned RBX1-CUL1 inh 6.2.
`COC(=O)c1cccc(NC(=O)c2onc3c2CCCC3)c1` gave RBX1-CUL1 inh -1.7.
Screening CC(C)COC(=O)NC(Cc1c[nH]c2ccccc12)C(=O)NC1CCCCCC1 (stereo not drawn) returned RBX1-CUL1 inh -12.1.
For CCN(C(=S)NC(=O)c1ccc(C(C)(C)C)cc1)c1ccccc1 the results were RBX1-CUL1 inh 2.2.
Cc1nn(-c2ncc(Br)cn2)c(=O)c2ccccc12 was read as RBX1-CUL1 inh -3.3.
Screening COc1cc(C)ccc1OCc1nc(C(=O)NCc2ccc(C)o2)co1 returned RBX1-CUL1 inh -0.4.
Cc1ccc(C(=O)OCC(=O)c2ccc(Cl)c(Cl)c2)cc1N1C(=O)c2ccccc2C1=O was read as RBX1-CUL1 inh -5.0.
C/C(=N/OC(=O)c1ccc(C)cc1)c1cccs1 was read as RBX1-CUL1 inh 1.4.
COc1ccccc1OCC(=O)N1CCC(C2(C)NC(=O)N(Cc3ccc(F)cc3)C2=O)CC1 (stereo not drawn) was read as RBX1-CUL1 inh -0.8.
For CCOc1ccc(NC(=O)CC2C(=O)N(c3ccccc3)C(=O)N2C2CCCC2)cc1 (stereo not drawn) the results were RBX1-CUL1 inh 5.3.
For Cc1ccc(CNC(=O)c2sc3nc4n(c(=O)c3c2C)CCCCC4)cc1 the results were RBX1-CUL1 inh 1.3.
CCc1sc(N(C(=O)CCc2ccccc2)c2cccc(Br)c2)nc1-c1ccc(Cl)cc1 was read as RBX1-CUL1 inh -14.6.
`CCCC1=NN2C(=N)/C(=C/c3cn(CCOc4ccccc4)c4ccccc34)C(=O)N=C2S1` gave RBX1-CUL1 inh 2.9.
For COc1cccc(CNCc2c(C(=O)O)c(C)n(Cc3ccc(F)cc3Cl)c2C)c1OC the results were RBX1-CUL1 inh -14.7.
Screening CC(C)=CCC/C(C)=C/C=N/NC(=O)c1cccc(Br)c1 returned RBX1-CUL1 inh 10.9.
`CCOC(=O)c1ccccc1NC(=O)c1sc2nc3n(c(=O)c2c1C)CCCCC3` gave RBX1-CUL1 inh -7.1.
For Cc1ccc(NC(=O)CCNS(=O)(=O)c2ccc(Br)s2)cc1 the results were RBX1-CUL1 inh -9.6.
Screening CC(=O)c1ccc(NC(=O)CSc2nnc(COc3ccccc3)n2-c2ccccc2)cc1 returned RBX1-CUL1 inh -3.6.
Screening Cc1nc2cc(F)c(F)cc2nc1C(=O)OCc1ccco1 returned RBX1-CUL1 inh -4.7.
`COC(=O)c1sccc1S(=O)(=O)N(CC(=O)NCc1ccccc1)c1ccc(C)cc1` gave RBX1-CUL1 inh 8.2.
Screening COCC(=O)Nc1cc(C(=O)NCCC2=CC[C@H]3C[C@@H]2C3(C)C)cc2nc(-c3cccnc3)n(C)c12 returned RBX1-CUL1 inh 4.5.
For COc1ccc(CN2C(=O)O[C@@H]3CN(Cc4ccc(C)s4)C[C@@H]32)cc1OC the results were RBX1-CUL1 inh 0.9.
Screening Cn1cc(Br)c(C(=O)N/N=C/c2ccccc2C(F)(F)F)n1 returned RBX1-CUL1 inh 0.7.
For COc1ccc(N2CCN(C(=O)CN3C(=O)CSc4c3c(C)nn4-c3ccccc3)CC2)cc1 the results were RBX1-CUL1 inh 0.6.
`CCn1c(CN2CCCCC2)nc2cc(NC(=O)c3cc(OC)c(OC)c(OC)c3)ccc21` gave RBX1-CUL1 inh -8.7.
`CCOC(=O)Nc1sc2c(c1C(=O)OC)CCC(C(C)(C)C)C2` (stereo not drawn) gave RBX1-CUL1 inh -9.2.
`COc1ccc(OC)c(-c2[nH]nc3c2C(c2cc(Br)ccc2OCc2ccccc2)C(C#N)C(=N)O3)c1` (stereo not drawn) gave RBX1-CUL1 inh 4.3.
For CN1CCN(CN2C(=O)S/C(=C/c3ccc(-c4cccc(Cl)c4)o3)C2=O)CC1 the results were RBX1-CUL1 inh -7.4.
`Cc1cc(C)cc(OCC(=O)N(Cc2cccs2)c2ccc(Cl)cc2)c1` gave RBX1-CUL1 inh 7.2.
`O=C(Cn1cc(SCc2ccc(Cl)cc2)c2ccccc21)N1CCOCC1` gave RBX1-CUL1 inh -2.0.
Screening O=C(c1cnn(-c2ccc(F)cc2)c1-n1cccc1)N1CCN(c2cccc(Cl)c2)CC1 returned RBX1-CUL1 inh -0.4.
Screening CCN(C(=O)CSc1nc2ccccc2nc1Cc1ccc(F)cc1)c1cccc(C)c1 returned RBX1-CUL1 inh -7.5.
`Cc1cccc(C)c1-n1nnnc1C(c1ccccc1)N(C)Cc1ccccc1` (stereo not drawn) gave RBX1-CUL1 inh 9.8.
For COc1ccccc1OC(=O)C(C)Oc1cc(Cl)c(Cl)cc1Cl (stereo not drawn) the results were RBX1-CUL1 inh 2.7.
For CCOc1ccc(C2Nc3ccccc3-c3nnc(SC)nc3O2)cc1 (stereo not drawn) the results were RBX1-CUL1 inh -2.5.
Screening C=CC[C@@H]1Cc2c(Br)ccc(Br)c2[C@@H](CC=C)N1 returned RBX1-CUL1 inh -3.5.
For O=C(CS(=O)(=O)c1cccc2nsnc12)N1CCN(c2cccc(Cl)c2)CC1 the results were RBX1-CUL1 inh -2.1.
COc1ccc(N2C(=O)CCC2(C#N)c2ccccc2OCc2ccccc2)cc1 (stereo not drawn) was read as RBX1-CUL1 inh -0.2.
Screening CN(CC(=O)Nc1ccc(Br)cc1)S(=O)(=O)c1cccc2nsnc12 returned RBX1-CUL1 inh -3.6.

Compound activity (PubChem BioAssay)

Some of the compounds tested; rates above refer to the full screens.
